Bioassay records deposited in PubChem by Sanford-Burnham Center for Chemical Genomics.
mIAP block = inhibitors of mouse IAP, primary screen, biochemical, luminescence, uHTS | hit rate 0.2% among 330,000 | AID 2806, 2010 | inhibition, % at 10 µM | purified mouse IAP, CDP-Star luminescence, 30 min;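 active = inhibition of at least 40% at 10 µM in the primary screen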;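 note: plate controls were DMSO with enzyme for no effect and no enzyme wells for full effect; values of inactives mirror those of a sister screen read the other way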
SENP1 FRET inh = human SENP1 catalytic domain inhibitors, primary screen, biochemical, FRET, uHTS | recombinant SENP1 catalytic domain, CyPet-SUMO1-YPet FRET cleavage | inhibition, % at 10 µM | AID 624204, 2012 | hit rate 0.21% among 360,000 | Sentrin-specific protease 1 (Homo sapiens), Q9P0U3;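 active = inhibition at least 30% at 10 µM, raw YFP signal under a set limit, fluorescence ratio 0.5 to 1.5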;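 note: 0% = enzyme with DMSO and 100% = no enzyme wells; some results filed as inactive read as strong as hits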
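material = recombinant human SENP1 catalytic domain, His6-tagged | quantity = 20 pM enzyme | reagent = 25 nM SUMO1 FRET substrate | compound dosing = 10 µM single point, 0.5% DMSO | timing = 50 min enzyme reaction, room temperature, light-protected | detection = FRET, CFP and YFP emission | control set = no-enzyme low, enzyme-DMSO high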
mIAP activ = activators of mouse IAP, primary screen, biochemical, luminescence, uHTS. muIAP, CDP-Star luminescence, 30 min; active compounds read high; 1 = vehicle-only enzyme signal, 0 = enzyme-free wells. activation factor at 10 µM. hit rate 0.24% among 330,000. AID 2805, 2010;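 active = activation factor of at least 2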; note: the source names both 10 and 20 µM as test concentration; values of inactives mirror those of a sister screen read the other way
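Assay system: mouse IAP enzyme; Reagent: CDP-Star chemiluminescent phosphatase substrate; Compound: DMSO-dissolved test compounds; Incubation: 30 min, room temperature; Technique: luminescence from enzymatic CDP-Star hydrolysis; Controls: DMSO-only wells and no-enzyme negative control.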
MIN6 prolif = inducers of MIN6 beta-cell proliferation, primary screen, ATP luminescence, uHTS. hit rate 0.29% among 330,000. AID 2380, 2010. MIN6 cells proliferation, ATPlite luminescence, 48 h; cells starved in 0.2% serum; 100% = growth in 10% serum. proliferation, % at 10 µM;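 active = compounds whose signal lies at least 3.5 SD above the mean of all wells on their plate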;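 note: 0% = DMSO-treated cells in low-serum medium and 100% = 10% serum control; some compounds called inactive have numbers as strong as hits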
hIAP activ = human IAP activators, primary screen, biochemical, luminescence, uHTS; Intestinal-type alkaline phosphatase (Homo sapiens), P09923; purified human IAP, CDP-Star luminescence, 30 min; active compounds read high; 1 = vehicle-only enzyme, 0 = enzyme-free background; activation factor at 10 µM; hit rate 0.16% among 330,000; AID 2524, 2010;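 active = activation factor of the enzyme at least 2-fold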; note: the source names both 10 and 20 µM as test concentration; values of inactives mirror those of a sister screen read the other way
Target sequence (P09923 whole entry, looked up): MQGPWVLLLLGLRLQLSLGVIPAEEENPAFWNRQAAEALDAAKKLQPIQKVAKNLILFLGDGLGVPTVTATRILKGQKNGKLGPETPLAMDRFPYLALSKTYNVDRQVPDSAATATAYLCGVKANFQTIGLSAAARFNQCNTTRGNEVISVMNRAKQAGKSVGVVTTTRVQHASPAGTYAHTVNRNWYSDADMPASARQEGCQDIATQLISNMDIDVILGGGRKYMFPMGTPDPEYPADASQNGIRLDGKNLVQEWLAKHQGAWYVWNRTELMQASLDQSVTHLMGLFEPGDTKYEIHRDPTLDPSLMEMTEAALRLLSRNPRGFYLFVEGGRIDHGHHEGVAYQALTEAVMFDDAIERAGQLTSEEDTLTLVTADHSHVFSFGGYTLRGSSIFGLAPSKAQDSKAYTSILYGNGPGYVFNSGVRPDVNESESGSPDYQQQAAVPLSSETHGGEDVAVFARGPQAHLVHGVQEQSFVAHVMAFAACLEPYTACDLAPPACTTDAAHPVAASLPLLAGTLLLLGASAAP
A3G deaminase = APOBEC3G DNA deaminase inhibitors, primary screen, biochemical, fluorescence, single-stranded DNA substrate, uHTS; hit rate 0.28% among 330,000; DNA dC->dU-editing enzyme APOBEC-3G (Homo sapiens), Q9HC16; recombinant A3G, ssDNA deamination FAM/TAMRA fluorescence; AID 493012, 2011; inhibition, % at 20 µM;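 active = inhibition of at least 40% at 20 µM, with no more than 30% in the related APOBEC3A deaminase screen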;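 note: plate controls were DMSO wells with A3G for no effect and wells lacking A3G enzyme for full effect; some compounds called inactive have numbers as strong as hits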
Target sequence (Q9HC16 whole entry, looked up): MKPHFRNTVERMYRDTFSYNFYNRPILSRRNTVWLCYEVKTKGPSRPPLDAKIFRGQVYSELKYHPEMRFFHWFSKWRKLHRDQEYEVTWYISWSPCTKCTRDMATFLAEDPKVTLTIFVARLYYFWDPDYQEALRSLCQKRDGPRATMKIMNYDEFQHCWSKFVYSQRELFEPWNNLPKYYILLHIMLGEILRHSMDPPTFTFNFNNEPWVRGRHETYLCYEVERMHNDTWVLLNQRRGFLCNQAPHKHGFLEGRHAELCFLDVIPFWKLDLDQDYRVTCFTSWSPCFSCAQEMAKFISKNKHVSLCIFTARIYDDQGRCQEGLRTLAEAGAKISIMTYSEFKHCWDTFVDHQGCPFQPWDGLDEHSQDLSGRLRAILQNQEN
hIAP block = human IAP inhibitors, primary screen, biochemical, luminescence, uHTS | Intestinal-type alkaline phosphatase (Homo sapiens), P09923 | purified IAP, CDP-Star luminescence, 30 min | inhibition, % at 10 µM | hit rate 0.12% among 330,000 | AID 2544, 2010;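 active = inhibition reaching a set limit with compound at 10 µM in the primary screen, cut at about 35% in these data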;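 note: plate controls were DMSO wells with enzyme for no effect and no-enzyme buffer wells for full effect; values of inactives mirror those of a sister screen read the other way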
NLRP3 yeast inh = NALP3 inflammasome inhibitors in reconstituted yeast, primary screen, luminescence, uHTS | Yeast reconstituted NLRP3/ASC/caspase-1, beta-gal luminescence, 24 h | inhibition, % at 10 µM | hit rate 0.39% among 330,000 | AID 2825, 2010;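 active = inhibition of 50% or more; inactive = inhibition below 50%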;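 note: plate controls were induced DMSO wells for no effect and uninduced yeast grown without galactose for full effect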
APOBEC3A inh = APOBEC3A ssDNA deaminase inhibitors, primary screen, selectivity assay for APOBEC3G inhibitor project, biochemical, FAM/TAMRA oligo cleavage fluorescence; inhibition, % at 20 µM; hit rate 0.41% among 330,000; recombinant A3A, FAM/TAMRA ssDNA deamination fluorescence;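 active = at least 40% inhibition at 20 µM here, with at most 30% in a related deaminase screen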;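 note: plate controls were A3A with DMSO for no effect and wells lacking A3A enzyme for full effect; some results filed as inactive read as strong as hits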
Starred values were filed as active, the others as inactive; nt = not tested or not shown.

Fields – mIAP block	SENP1 FRET inh	mIAP activ	MIN6 prolif	hIAP activ	A3G deaminase	hIAP block	NLRP3 yeast inh	APOBEC3A inh
[1] Cc1n[nH]c(C)c1CCCCOc1ccccc1
→ 2	0	0.97	-1	1.2	-5	-25	20	2
[2] O=C(O)c1cccnc1SCC(=O)C12CC3CC(CC(C3)C1)C2
→ -6	-1	1.1	-1	1	-2	0	11	3
[3] CN1CCN(CC(=O)Nc2sc3c(c2C(=O)Nc2ccccc2)CCCC3)CC1
→ 5	-1	0.95	-1	1.1	6	-5	13	57*
[4] CC(=O)Nc1cccc(NC(=O)CCN2C(=O)c3ccccc3S2(=O)=O)c1
→ -6	0	1.1	-3	1	-10	-4	12	-1
[5] COc1ccc(C)cc1NC(=O)c1nn(C)cc1Br
→ -9	1	1.1	0	1.3	5	-25	21	-7
[6] O=C(CCCCCn1c(=S)[nH]c2ccc(N3CCOCC3)cc2c1=O)NCc1ccccc1Cl
→ 5	-34	0.95	-1	0.96	-6	4	13	-2
[7] O=c1c(Cc2ccccc2)c(O)c2cccc3c4c(n1c23)CCCC4
→ 9	-11	0.91	-1	0.94	-10	6	19	-3
[8] Cc1ccc(S(=O)(=O)NC2CCCCCCC2)cc1
→ 3	3	0.97	-3	1	-3	-3	32	-2
[9] COc1ccc(C2CC(c3cccs3)=NN2C(=O)c2ccc(Br)o2)cc1 (configuration not stated)
→ 8	0	0.92	-3	0.72	-9	28	-7	0
[10] COc1ccc(C2(C)NC(=O)N(CC(=O)Nc3ccc(Br)cc3F)C2=O)cc1OC (configuration not stated)
→ 4	0	0.96	1	1.1	-11	-10	-6	-3
[11] COc1ccc(-c2cc3ccccc3n2CC(O)CN2CCC(C)CC2)cc1 (configuration not stated)
→ 10	0	0.91	-7	0.94	-10	6	17	-1
[12] CCOC(=O)C1=C(COC(=O)c2sccc2C)NC(=O)NC1C (configuration not stated)
→ -3	0	1	11*	0.91	-6	10	10	-1
[13] CCCCN(C(=O)COc1ccc(NC(C)=O)cc1)C1CCS(=O)(=O)C1 (configuration not stated)
→ 8	2	0.92	-2	1.1	7	-12	15	0
[14] CC(C)N(C(=O)c1ccccc1-c1ccccc1)C(C)C
→ -14	-1	1.1	-1	1	-6	-4	5	-3
[15] CCN(CC(=O)NCc1ccc(Cl)cc1)S(=O)(=O)c1ccc(NC(C)=O)cc1
→ -9	4	1.1	1	1.2	-6	-20	7	-4
[16] O=C(Nc1cc2c3c(c1)CC(=O)N3CCC2)c1ccccc1F
→ -10	1	1.1	2	0.94	4	6	18	9
[17] Cc1cc(=O)oc2c1ccc1oc(/C(=N/O)c3ccccc3)c(C)c12
→ 6	-1	0.94	-6	1.1	-1	-6	9	0
[18] Cc1ccccc1N1CCN(C(=O)C2CCCCC2)CC1
→ -2	-5	1	-2	1	-1	-3	24	-1
[19] O=C(NCc1cccnc1)C1CCN(C(=O)c2ccc(Cl)cc2Cl)CC1
→ -12	1	1.1	1	1	2	-1	14	4
[20] CSCC[C@H](N)C(=O)NC[C@H]1O[C@@H](n2cnc3c(N)ncnc32)[C@H](O)[C@@H]1O
→ 1	1	0.99	nt	nt	0	nt	nt	0

Reprinted from the part before: 4 compounds; new compounds follow.
Fields – mIAP block	SENP1 FRET inh	mIAP activ	MIN6 prolif	hIAP activ	A3G deaminase	hIAP block	NLRP3 yeast inh	APOBEC3A inh
[17] Cc1cc(=O)oc2c1ccc1oc(/C(=N/O)c3ccccc3)c(C)c12
→ 6	-1	0.94	-6	1.1	-1	-6	9	0
[18] Cc1ccccc1N1CCN(C(=O)C2CCCCC2)CC1
→ -2	-5	1	-2	1	-1	-3	24	-1
[19] O=C(NCc1cccnc1)C1CCN(C(=O)c2ccc(Cl)cc2Cl)CC1
→ -12	1	1.1	1	1	2	-1	14	4
[20] CSCC[C@H](N)C(=O)NC[C@H]1O[C@@H](n2cnc3c(N)ncnc32)[C@H](O)[C@@H]1O
→ 1	1	0.99	nt	nt	0	nt	nt	0
[21] Cc1cccc(C)c1NC(=O)CNC(=O)Cc1ccccc1[N+](=O)[O-]
→ 6	0	0.94	0	1.1	-4	-6	3	0
[22] CSCC[C@H](NC(=O)CCn1nnc2ccccc2c1=O)C(=O)O
→ -5	1	1.1	-3	1	-5	-3	0	-1
[23] N#Cc1ccccc1Cn1c(=O)n(-c2ccc(CC(=O)NCc3ccco3)cc2)c(=O)c2sccc21
→ -6	2	1.1	4	0.88	-10	12	7	-1
[24] CCOC(=O)C1CCN(C(=O)c2sccc2Cl)CC1
→ -23	3	1.2	1	1	-5	-1	7	-2
[25] CC(=O)c1cnc2cc(-c3ccc(Cl)cc3)nn2c1C
→ -5	2	1.1	-2	0.86	-8	14	8	-2
[26] CCOC(=O)c1ccc(CSc2ncn[nH]2)o1
→ 5	0	0.95	-1	1	-2	-5	1	3
[27] Cc1cc(C)n2nc(SC(C)C(=O)NC3CCCCC3C)nc2n1 (configuration not stated)
→ 0	-2	1	-3	1.1	-2	-8	9	2
[28] O=C(CSc1ccccc1)Nc1ccc(N2CCN(c3ccccc3)CC2)c(F)c1
→ -9	2	1.1	-2	0.85	-4	15	15	-2
[29] Cc1ccc(C)n1NC(=O)c1ccc(O)cc1
→ 13	4	0.87	-1	0.91	-4	10	11	-3
[30] O=C(CSc1nc2ccccc2s1)NCC1CCCO1 (configuration not stated)
→ -14	-2	1.1	-2	1.2	-15	-20	15	-2

#31 CCOC(=O)N1CCN(C(=O)CSCC(=O)Nc2nc(-c3ccccc3)cs2)CC1
#32 CN(C)c1ccc(C(=O)OCC(=O)c2cccs2)cc1
#33 Cc1nn(C(C)C(=O)NCc2ccccc2)c(C)c1[N+](=O)[O-] (configuration not stated)
#34 CCCOC1CCCN(C(=O)CCCn2nnnc2CN2CCOCC2)C1 (configuration not stated)
#35 O=C1CCCC2=C1C(c1cccs1)n1nc(SCc3ccccc3)nc1N2 (configuration not stated)
#36 Cc1nnc2sc(SCC(=O)Nc3nccs3)nn2c1=O
#37 Cc1cc(OCCCN2CCN(Cc3ccccc3)CC2)ccc1[N+](=O)[O-]
#38 O=C(Nc1ccccc1C(=O)NCC1CCCO1)c1ccccc1F (configuration not stated)
Screen / compound no. | 31 | 32 | 33 | 34 | 35 | 36 | 37 | 38
mIAP block | 2 | 3 | -9 | -2 | -1 | 20 | 5 | 2
SENP1 FRET inh | -1 | 4 | 0 | 2 | -15 | 1 | 1 | -1
mIAP activ | 0.98 | 0.96 | 1.1 | 1 | 1 | 0.8 | 0.95 | 0.98
MIN6 prolif | -3 | -1 | 0 | 0 | -4 | 2 | -3 | 2
hIAP activ | 0.98 | 0.95 | 0.93 | 0.81 | 0.98 | 1.1 | 1 | 0.91
A3G deaminase | -3 | -1 | -9 | -9 | -4 | -1 | -7 | -7
hIAP block | 2 | 5 | 7 | 19 | 2 | -11 | -2 | 10
NLRP3 yeast inh | 3 | 16 | 5 | 3 | -9 | 9 | 4 | -2
APOBEC3A inh | -3 | 0 | -3 | -5 | 3 | 0 | -2 | 0

#39 CC(=O)CSc1ccc(-c2nc3cc(C)c(C)cc3[nH]2)cn1
#40 CC(=O)c1ccc(S(=O)(=O)NCCc2cn3ccc(C)cc3n2)cc1
#41 O=C(CC(c1ccccc1)c1ccccc1)NCCO
#42 Fc1ccc(COc2ccccc2-c2ccnc3ncnn23)cc1
#43 COc1cc(C2CC(=O)Nc3ccccc3S2)cc(OC)c1OC (configuration not stated)
#44 CC(C)Cn1c(CCCNC(=O)c2ccco2)nc2ccccc21
#45 C=CCOc1ccccc1/C=N/n1nnnc1N
#46 C/C(CC(=O)Nc1cc(Cl)ccc1Cl)=N\NC(=O)c1ccccc1Br
Screen / compound no. | 39 | 40 | 41 | 42 | 43 | 44 | 45 | 46
mIAP block | 1 | 1 | 5 | -11 | 10 | 2 | 5 | -5
SENP1 FRET inh | -4 | -1 | -2 | 0 | 0 | 1 | 0 | 0
mIAP activ | 0.99 | 0.99 | 0.95 | 1.1 | 0.9 | 0.98 | 0.95 | 1
MIN6 prolif | -4 | 4 | -2 | 3 | -1 | -3 | 1 | -4
hIAP activ | 0.9 | 1.3 | 0.84 | 1.1 | 0.86 | 1.1 | 1.1 | 0.96
A3G deaminase | -11 | -9 | -2 | -5 | -4 | 0 | -5 | 4
hIAP block | 10 | -25 | 16 | -7 | 14 | -5 | -5 | 4
NLRP3 yeast inh | 10 | 15 | 27 | 4 | -4 | 2 | 13 | 5
APOBEC3A inh | -4 | -2 | 0 | -2 | -2 | -1 | -4 | 4

#47 O=C(Nc1ccc(-c2noc(COc3ccccc3Cl)n2)cc1)c1ccco1
#48 COc1ccc(C(=O)Nc2c3c(nn2-c2ccc([N+](=O)[O-])cc2)CS(=O)(=O)C3)cc1
#49 O=C(CSc1ccc2c(c1)OCCO2)Nc1cccc(S(=O)(=O)N2CCCCC2)c1
#50 Cc1cccc(C(c2c(C)nn(-c3ccccc3)c2N)c2c(C)nn(-c3ccccc3)c2N)c1
Screen / compound no. | 47 | 48 | 49 | 50
mIAP block | 9 | 4 | -35 | 3
SENP1 FRET inh | 0 | 2 | 2 | -5
mIAP activ | 0.91 | 0.96 | 1.4 | 0.97
MIN6 prolif | -2 | -2 | 0 | 0
hIAP activ | 1.1 | 1 | 0.93 | 0.85
A3G deaminase | -8 | -7 | -6 | -5
hIAP block | -7 | -2 | 7 | 15
NLRP3 yeast inh | 12 | 19 | 11 | 6
APOBEC3A inh | -7 | -5 | 0 | -3

A portion of the library; rates above refer to the full screens.
